# Screens from PubChem.
# Menin-MLL TR inh: qHTS Assay for Inhibitors Targeting the Menin-MLL Interaction in MLL Related Leukemias: Competition With Texas Red Labeled MLL-derived Mutant Peptide. O00255. Menin + Texas Red MLL mutant peptide, fluorescence polarization. Potency, µM (doses to about 61.6 µM), for the others: at the highest dose FP activity change, negative = inhibition, most hits filed as inhibitors. 270,000 compounds, 0.23% hits; active = well fitted inhibition curve with a large enough effect in the polarisation, with a control signal flat, not every such curve was filed as active; inconclusive = small, poorly fitted or top-dose-only effect, or effect the other way, or a change in a side signal; inactive = no such curve, though single readings can be large or run the other way; the % refers to the polarisation; note: potency is the fitted concentration of half-maximal effect; % of control where 0% means no effect; many of its hits are not listed in these tables
# USP2a inh: qHTS Assay for Inhibitors of Ubiquitin-specific Protease USP2a Using CHOP2 as the Reporter; Ubiquitin carboxyl-terminal hydrolase 2 (Homo sapiens), O75604; USP2 core, Ub-CHOP2 coupled fluorogenic reporter, 485/531; Potency, µM (highest dose often 38.3 µM), for inactives: at the top dose activity change, negative = inhibition, hits mostly inhibitors; 330,000 compounds, 0.01% hits; AID 463254, 2010;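 note: potency is the fitted concentration of half-maximal effect; plate controls were DMSO wells for no effect and full inhibition by NEM control for full effect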
#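 USP2 core (10nM final) preincubated 30min RT with compound in 20mM Tris-HCl pH 8.0, 2mM CaCl2, 2mM beta-mercaptoethanol, 0.05% CHAPS; 25nM Ub-CHOP2 plus 25nM reporter substrate added, fluorescence (Ex485/Em531) read after 60min.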
# PKM2 act: qHTS Assay for Activators of Human Muscle isoform 2 Pyruvate Kinase; Pyruvate kinase PKM (Homo sapiens), P14618; purified PKM2, Kinase-Glo ATP luminescence, activation; response scale: 0% is enzyme alone, no compound; Potency, µM (highest dose often 57.5 µM), for inactives: at the highest dose activation, hits mostly activators; 260,000 compounds, 0.34% hits; note: potency is the fitted concentration of half-maximal effect; % is set by controls: 0 for no effect and ±100 for the full control effect; nearly all actives have a fitted effect of over 55% in size
#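 Kinase-Glo luminescence reports ATP generated from ADP (0.1 mM) and PEP (0.5 mM) by purified hPK-M2 after 1 h at room temperature, pH 7.2 imidazole buffer; intermediate enzyme activity allows detecting inhibitors and activators.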
# MBNL1 CUG block: qHTS Assay for Inhibitors of MBNL1-poly(CUG) RNA binding. Muscleblind-like protein 1 (Homo sapiens), Q9NR56. Potency, µM (highest dose often 57.5 µM), inactives show at the highest dose activity change, negative = inhibition, most hits filed as inhibitors. TR-FRET MBNL1-His/biotin-(CUG)12 binding, 665/545 ratio. 280,000 compounds, 0.036% hits; active = well fitted inhibition curve with a large enough effect in the signal ratio, with a control signal flat, not every such curve was filed as active; inconclusive = small, poorly fitted or top-dose-only effect, or effect the other way, or a change in a side signal; inactive = no such curve, though single readings can be large or run the other way; the % refers to the signal ratio; note: potency is the fitted concentration of half-maximal effect; % is set by controls: 0 for no effect and ±100 for the full control effect
# Target sequence (Q9NR56 whole entry, looked up): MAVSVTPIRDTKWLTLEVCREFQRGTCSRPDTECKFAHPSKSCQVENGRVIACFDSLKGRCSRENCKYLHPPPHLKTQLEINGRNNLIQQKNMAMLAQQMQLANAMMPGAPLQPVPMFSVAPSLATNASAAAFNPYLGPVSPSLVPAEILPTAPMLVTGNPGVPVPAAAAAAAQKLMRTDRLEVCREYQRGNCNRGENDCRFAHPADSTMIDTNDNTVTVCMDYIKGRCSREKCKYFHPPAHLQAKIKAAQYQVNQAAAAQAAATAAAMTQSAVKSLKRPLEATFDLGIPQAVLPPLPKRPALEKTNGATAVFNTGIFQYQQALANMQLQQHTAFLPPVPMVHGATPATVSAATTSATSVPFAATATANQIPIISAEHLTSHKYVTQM
#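 TR-FRET between His-tagged MBNL1 and biotin-(CUG)12 RNA, detected with Tb anti-His antibody (0.055 ng/ul) and streptavidin-XL665 (5 nM), 60 min at room temperature. Compounds titrated 92 nM to 58 uM; 665/545 nm ratio normalized to buffer and complex controls.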
# ASM inhibitor: Inhibitors of Secretory Acid Sphingomyelinase (S-ASM): qHTS. 340,000 compounds, 0.006% hits. Sphingomyelin phosphodiesterase (Homo sapiens), P17405. AID 504937, 2011. placental ASM, HMU-PC fluorogenic substrate, 60 min. Potency, µM (top dose mostly 57.5 µM), for inactives: at the top dose activity change, negative = inhibition, actives largely listed as inhibitors; note: potency is the fitted concentration of half-maximal effect
#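 qHTS format. ASM enzyme prepared from human placenta hydrolyses the fluorogenic substrate HMU-PC0 (9 uM final) over 60 min at 37 °C after a 10 min compound preincubation.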
# Mito fusion yeast: qHTS Assay for Small Molecule Inhibitors of Mitochondrial Division or Activators of Mitochondrial Fusion; Potency, µM (doses to about 46.1 µM), for inactives: top-dose growth rescue (activation), actives largely listed as activators; AID 485298, 2010; S. cerevisiae fusion-defective mutant growth rescue, CellTiterGlo 48 h; 320,000 compounds, 0.23% hits;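 note: potency is the fitted concentration of half-maximal effect; % of control where 0% means no effect; nearly all actives have a fitted effect of over 45% in size; temperature-sensitive fusion mutants such as fzo1-1 at 37 °C on non-fermentable ethanol glycerol medium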
#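 Yeast fusion mutant, YPEG (non-fermentable carbon), compound, 48 h at 37C non-permissive; CellTiterGlo added, 10 min RT, luminescence read. Rescued growth = division inhibition.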
# KCNH2 WT inh: qHTS for Inhibitors of KCHN2 3.1: Wildtype qHTS; U2OS, BacMam KCNH2, thallium flux FluxOr; stronger effect = lower value; Voltage-gated inwardly rectifying potassium channel KCNH2 (Homo sapiens), Q12809; 340,000 compounds, 0.37% hits; activity change, % at 1.84 µM;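 active = maximum activity change below -70%; inconclusive = maximum activity change between -70% and -50%; inactive = maximum activity change above -50%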; note: % is set by controls: 0 for no effect and ±100 for the full control effect
#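 U2OS cells were transduced with wild-type KCNH2 virus (2.03 x 10^8 / mL) for 4 h at room temperature, then cultured overnight at 37 C. Thallium flux was read with FluxOr dye. Rate constants were normalized to DMSO controls.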
# GALK inhibitor: qHTS Assay for Inhibitors of Human Galactokinase (GALK) | 270,000 compounds, 0.007% hits | Potency, µM (highest dose often 57.5 µM), inactives show at the highest dose activity change, negative = inhibition, hits mostly inhibitors | Purified GALK, Kinase-Glo residual ATP luminescence; note: potency is the fitted concentration of half-maximal effect; % is set by controls: 0 for no effect and ±100 for the full control effect
#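 5 nM enzyme, 35 uM ATP, 100 uM galactose, 20 mM HEPES pH8.0, 5 mM MgCl2; 1 h RT; residual ATP by Kinase-Glo Plus luminescence, qHTS format.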
# TSHR antagonist: Antagonists of the Thyroid Stimulating Hormone Receptor: HTS campaign; 330,000 compounds, 0.2% hits; activity change, negative = inhibition, % at 11.5 µM; Thyrotropin receptor (Homo sapiens), P16473; TSHR-expressing cells, TSH-stimulated cAMP HTRF, 2 h; stronger effect = lower value;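 active = activity change below a set negative limit, meaning inhibition stronger than a set level, cut at about -70% in these data; inconclusive = activity change between two set negative limits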; note: % is set by controls: 0 for no effect and ±100 for the full control effect
#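 Freshly harvested TSHR cells receive pin-tooled compound, then EC80 TSH at 4nM final. After 2 hours at 37 deg C, antibody in lysis buffer and cAMP-d2 are added; 30 minutes at ambient temperature precede the HTRF read.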
# Eya2 phos inh: qHTS Assay for Inhibitors of the Phosphatase Activity of Eya2 | Potency, µM (top dose mostly 76.9 µM), for the others: at the highest dose activity, negative = inhibition, actives largely listed as inhibitors | recombinant Eya2, OMFP fluorescence dephosphorylation (OMFP is methylfluorescein phosphate) | 330,000 compounds, 0.006% hits | AID 488837, 2010; note: potency is the fitted concentration of half-maximal effect; % is set by controls: 0 for no effect and ±100 for the full control effect
# Target sequence (O00167 whole entry, looked up): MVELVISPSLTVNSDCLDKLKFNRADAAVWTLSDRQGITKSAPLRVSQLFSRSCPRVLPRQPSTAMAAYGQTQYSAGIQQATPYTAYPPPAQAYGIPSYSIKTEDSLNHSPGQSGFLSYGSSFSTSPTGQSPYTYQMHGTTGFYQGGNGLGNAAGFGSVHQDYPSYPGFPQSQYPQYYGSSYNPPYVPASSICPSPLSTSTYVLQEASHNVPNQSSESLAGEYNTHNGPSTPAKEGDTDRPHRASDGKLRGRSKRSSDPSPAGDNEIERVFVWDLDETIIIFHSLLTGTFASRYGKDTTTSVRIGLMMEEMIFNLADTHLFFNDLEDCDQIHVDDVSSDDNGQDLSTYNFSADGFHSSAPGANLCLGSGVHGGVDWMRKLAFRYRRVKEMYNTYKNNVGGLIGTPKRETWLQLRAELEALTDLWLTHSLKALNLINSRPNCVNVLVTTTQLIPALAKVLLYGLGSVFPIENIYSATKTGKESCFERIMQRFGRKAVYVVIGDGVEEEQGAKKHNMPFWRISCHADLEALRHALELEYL
#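 Eya2 protein (added as 0.2 uM solution) was preincubated with compound for 10 min at ambient temperature in 50 mM HEPES pH 7.5, 50 mM NaCl, 5 uM MgCl2, 0.05% BSA, 1 mM DTT. OMFP (added at 50 uM) then reacted 10 min; fluorescence read at 485/525 nm.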
# Chronic BCR inh: qHTS Assay to Find Inhibitors of Chronic Active B-Cell Receptor Signaling | Potency, µM (highest dose often 46.1 µM), for the others: top-dose ratio change, negative = lower green/red ratio, usual class: inhibitors | ABC-DLBCL IkBa-CBG/CBR reporter, luminescence ratio, 4 h | 340,000 compounds, 0.05% hits; active = well fitted inhibition curve with a large enough effect in the signal ratio, with a control signal flat, not every such curve was filed as active; inconclusive = small, poorly fitted or top-dose-only effect, or effect the other way, or a change in a side signal; the % refers to the signal ratio;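 note: potency is the fitted concentration of half-maximal effect; plate controls were basal doxycycline-induced cells for no effect and cells given 10 µM MG132 for full effect; MG132 reads +100%, hits lower the ratio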
#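 Concentration-response series (up to 46 uM) were applied to TMD8 dual-reporter cells for 4 h at 37C with doxycycline. Green/red ratio, after filter-overlap correction, defined %Activity; red signal alone was normalised to basal cells and zero luminescence.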
# Numbers without * were called inactive; ? = inconclusive; nt = no result given; & = joins results of further samples; [ ] = dose if it differs, or a comment. Unless noted, calls come from the whole dose curve; as a rule, active = well fitted curve in the direction sought with a large enough effect; inconclusive = small, poorly fitted or top-dose-only effect, or another doubt; inactive = no such curve, though single readings can be large; an effect the other way counts as inactive or inconclusive. Some of the compounds tested. The share of hits here may be higher or lower than overall.
SMILES,Menin-MLL TR inh,USP2a inh,PKM2 act,MBNL1 CUG block,ASM inhibitor,Mito fusion yeast,KCNH2 WT inh,GALK inhibitor,TSHR antagonist,Eya2 phos inh,Chronic BCR inh
Cc1ccc(C(=O)NCCCN2CCOCC2)cc1S(=O)(=O)N1CCOCC1,nt,-1%,nt,nt,0%,-3%,-1,nt,10,-9%,0%
Cc1ccsc1/C=N/NC(=O)Cc1cccn1C,-4%,2%,1%,2%,-1%,-3%,3,nt,-1,0%,-5%
NC(=O)CC(NC(=O)c1ccc(Br)cc1)c1ccc(N2CCC(Br)CC2)c([N+](=O)[O-])c1 (stereo not drawn),nt,0%,-4%,9%,-3%,2%,-22,-4%,-27,3%,0%
COc1cccc(C(=O)N2CCN(Cc3ccco3)CC2)c1OC,3%,-1%,2%,-5%,5%,0%,7,0%,4,-4%,2%
CC(=O)C(Sc1nc(NC(C)(C)C)nc(N(C)C)n1)C(C)=O,-2%,4%,-3%,0%,-1%,7%,-15,6%,20,11%,3%
COC(=O)C1CCN(c2ccc(Cl)nn2)CC1,34%[activator],2%,4%,4%,3%,-6%,-5,6%,7,-12%,-4%
c1csc(-c2nc(CN3CCSCC3)cs2)c1,nt,3%,-27%,24%,-2%,-5%,-7,4%,5,0%,0%
CCOc1ccccc1-c1nc(CN2CCN(C(=O)c3ccco3)CC2)c(C)o1,-27%,-4%,-7%[0.46 µM],3%,1%,-14%,-14,1%,0,5%,-11%
COc1cccc(/C=N/NC(=S)NCCc2ccccc2)c1OC,?,2%,nt,2%,-10%,-65%[inhibitor],34,0%,24,-10%,-19%
Cc1cccc2[nH]c(CN(C)C(=O)C3CCC(=O)N(C4CC4)C3)nc12 (stereo not drawn),8%,1%,nt,-2%,-3%,2%,-3,-3%,-7,-9%,6%
COc1cccc(NC(=O)N2CCOCC2)c1,1%,1%,1%,4%,-1%,-3%,-5,-2%,-6,-1%,-4%
C/C(N)=C(/C#N)C(=O)COC(=O)COc1ccc(Cl)cc1,19%,2%,0%,3%,-1%&-3%,2%,0&6,-3%,-1,7%,3%
Cc1cc2cc(CNC(=O)Nc3ccccc3)ccc2n1C,?,2%,-4%,63%[activator],-1%,-2%,-6,-3%,4,-2%,?
C[C@@]12CCC=C[C@H]1[C@H](c1ccc3ccccc3c1Br)N(Cc1ccccc1)C2=O,nt,2%,-1%,11%,-24%,?,-6,-2%,4,-4%,?
CCN(CC)c1ccc(CNc2ccc3c(c2)ncn3CC)cc1,?,1%,nt,-3%,18%,-7%,-1,11%,6,-5%,?
CCn1c(SCc2ccccc2)nc2c(c1=O)SCC2,-12%,-2%,7%,1%,-3%,?,-3,10%,-3,-9%,11%
CC(C)Cn1c(N)c(C(=O)COC(=O)c2cc(-c3ccccc3)nc3ccccc23)c(=O)n(C)c1=O,-9%&-1%,1%,-1%&-4%,3%,-8%,-1%,7,nt,0,0%,0%
Cc1ccccc1C(CC(=O)c1cccs1)C(C#N)C#N (stereo not drawn),77%[activator],-5%,-2%,0%,-1%,-22%,-3,-5%,-14,-12%,?
CC(C)[C@H](NC(=O)C1CCC(CNC(=O)[C@@H]2CCCN2C(=O)OC(C)(C)C)CC1)C(=O)O (stereo partly drawn),1%,-1%,nt,-4%,-1%,-6%,2,1%,2,11%,-2%
CCC(C)NCCOCCOc1ccccc1-c1ccccc1 (stereo not drawn),?,-2%,7%,3%,3%,-9%,43,0%,-4,2%,-6%
CCC(Cc1ccccc1)NC(=O)C1CCN(S(=O)(=O)c2ccc3c(c2)CC(C)N3C(C)=O)CC1 (stereo not drawn),-8%,0%,-6%,-7%,1%,-1%,-16,nt,21,2%,?
Cc1nnc(-c2cnn(C)c2N)n1Cc1ccccc1F,nt,3%,-5%,1%,4%,3%,2,-2%,-7,-5%,?
CC1(C)CC2CC(C)(CN2C(=S)Nc2ccccc2F)C1 (stereo not drawn),0%,0%,5%,-2%,1%,0%,-4,2%,1,-4%,2%
Cc1c(NC(=O)c2cc(S(=O)(=O)N3CCCCC3)ccc2Cl)c(=O)n(-c2ccccc2)n1C,nt,1%,nt,nt,-1%,nt,-1,nt,5,5%,?
N#Cc1ccccc1NC(=O)COC(=O)C1CCN(C(=O)c2ccc(Cl)cc2)CC1,nt,0%,nt,nt,2%,-4%,10,nt,-6,-9%,4%

# Next section.
SMILES,Menin-MLL TR inh,USP2a inh,PKM2 act,MBNL1 CUG block,ASM inhibitor,Mito fusion yeast,KCNH2 WT inh,GALK inhibitor,TSHR antagonist,Eya2 phos inh,Chronic BCR inh
COCCn1cnnc1SCC(=O)Nc1cccc(S(=O)(=O)N(C)c2ccccc2)c1,-13%,1%,15%,-9%,4%,1%,-10,6%,-3,12%,0%
CC1=CC(=O)CC(C)(C)C1(O)/C=C/C(C)=C/C(=O)O (stereo not drawn),-3%,-3%,-3%,-10%,-1%,7%,9,5%,7,-10%,-10%
CC(C)C[C@H](NC(=O)OC(C)(C)C)c1nnc(SCC(=O)Nc2ccc(Br)cc2)o1,21%,-5%,-2%,-5%,-13%,2%,2,7%,-27,-13%,-1%
S=C(c1ccc(Cl)cc1)N1CCN(Cc2ccccc2)CC1,-1%,-6%,-4%,-2%,0%,0%,29,1%,4,1%,-5%
CSc1nc(-c2ccccc2)nc(N2CCOCC2)c1C(C)=O,1%,2%,3%,nt,-9%,-2%,-2,-7%,-11,-25%,-12%
Cc1ccc(C)c(S(=O)(=O)N2CCN(C(=O)CSc3ccccc3F)CC2)c1,-17%,2%,?,2%,2%,?,-9,-3%,-4,1%,0%
CCOc1ccc(CNC(=O)CCn2c(=O)oc3ccccc32)cc1OC,18%,-1%,-1%,-1%,1%,1%,-1,-2%,-2,12%,0%
CC(CN1CCN(C)CC1)OC(=O)c1ccccc1 (stereo not drawn),3%,2%,3%,8%,0%,1%,14,2%,12,6%,-2%
Cc1c[n+](C)ccc1CC1C([N+](=O)[O-])=C[N-]c2ncnn21 (stereo not drawn),4%,1%,0%,nt,-2%,0%,1,8%,-3,2%,3%
COc1cc2oc3ccccc3c2cc1N(CC(=O)N(C)C)S(=O)(=O)c1ccc(C)cc1,nt,-5%,-1%,-15%,0%,8%,7,-3%,-3,-16%,-29%
Cc1cc(C)c(NC(=S)NCCO)c(C)c1,nt,3%,0%,-9%,3%,-1%,1,-2%,4,4%,-8%
Cc1c(CN(C)C(=O)/C=C/c2ccc([N+](=O)[O-])cc2)cnn1C,-5%,1%,1%,?,0%,0%,0,1%,7,3%,?
CCOc1ccc(N(CC(=O)NC(C)CC)S(=O)(=O)c2c(C)noc2C)cc1 (stereo not drawn),-1%,3%,3%,0%,nt,2%,nt,4%,0,2%,9%
O=C(CSc1nc(N2CCCCC2)nc(N2CCCCC2)n1)Nc1nccs1,8%,1%,-1%,-3%,-4%,-1%,-1,-2%,-6,-13%,2%
COc1cc(Cl)cc(C2NC(=O)NC(C)=C2C(=O)NCc2ccccc2)c1O (stereo not drawn),-20%,1%,4%,0%,0%,1%,-6,1%,-1,17%,-3%
Cc1cccc(NC(=O)c2ccc(NC(=O)CC3SC(N4CCCC4)=NC3=O)cc2)n1 (stereo not drawn),nt,0%,nt,nt,1%,4%,1,nt,4,-10%,0%
Cc1c(C(=O)OCCOc2ccccc2)[nH]c2c1C(=O)CCC2,6%,-6%,-17%,-6%,-1%,-2%,19,3%,-2,-29%,?
COc1ccc(C2Nc3ccccc3C(=O)N2Cc2ccco2)cc1COc1ccc([N+](=O)[O-])cc1 (stereo not drawn),-1%,-9%,?,15%,-3%,-1%,-31,2%,-14,3%,12%
